# From PubChem BioAssay
# cln2 rad14 – NCI yeast anticancer drug screen, S. cerevisiae cln2 rad14 strain. AID 165. 78,000 compounds, 8.3% hits. growth inhibition, % at 50 µM;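 note: 0% = growth of vehicle-only cultures of the same strain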
#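 The screen exposed genetically defined yeast (cln2 rad14) to test compounds and scored growth inhibition relative to vehicle-treated controls.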
# rad50 – NCI yeast anticancer drug screen, S. cerevisiae rad50 strain | 79,000 compounds, 10% hits | % growth inhibition at 50 µM;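 note: 0% = growth of vehicle-only cultures of the same strain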
#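 Relative growth inhibition (compound vs vehicle) was measured in yeast with a defined repair-gene alteration.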
# yeast bub3 – NCI yeast anticancer drug screen, S. cerevisiae bub3 mutant strain; % growth inhibition at 50 µM; 78,000 compounds, 9.9% hits;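 note: 0% = growth of vehicle-only cultures of the same strain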
#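 Whole-cell yeast assay. The mutant strain was incubated with compounds, and growth inhibition was determined by comparison with vehicle-treated cells.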
# yeast mec2-1 – NCI yeast anticancer drug screen, S. cerevisiae mec2-1 strain. growth inhibition, % at 50 µM. 79,000 compounds, 9% hits;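 note: 0% = growth of vehicle-only cultures of the same strain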
#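 Compounds were applied to mec2-1 yeast cells. Their growth was then compared with that of vehicle-treated cultures to give growth inhibition.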
# yeast mlh1 rad18 – NCI yeast anticancer drug screen, S. cerevisiae mlh1 rad18 strain. growth inhibition, % at 50 µM. 79,000 compounds, 11% hits. AID 175;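 note: 0% = growth of vehicle-only cultures of the same strain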
#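 Inhibition values reflect reduced growth of mutant yeast versus vehicle-treated controls following compound exposure; the mutations affect DNA damage repair.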
# sgs1 mgt1 – NCI yeast anticancer drug screen, S. cerevisiae sgs1 mgt1 strain. % growth inhibition at 50 µM. 78,000 compounds, 10% hits. AID 161;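 note: 0% = growth of vehicle-only cultures of the same strain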
#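 Compounds are added to genetically altered yeast, and growth is compared with cultures given vehicle alone to give percent inhibition.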
# An asterisk follows results filed as active; & = joins results of further samples. Cut-off read from the data, not from the text of the source: active = growth inhibition above about 70%; inactive = the rest. Not all compounds are listed; count on the stated rates, not on these rows.
SMILES,cln2 rad14,rad50,yeast bub3,yeast mec2-1,yeast mlh1 rad18,sgs1 mgt1
CCOC(=O)C(CCc1ccc(N(CCCl)CCCl)cc1)(NC(C)=O)C(=O)OCC,-4,2,-17,-33,-40,9
c1ccc([As](c2ccccc2)c2ccccc2)cc1,-3,1,-4,-1,5,-8
O=C(Cl)C1CCC1,-5,11,-7,-5,16,10
CCCC(=O)OC1C(c2ccc(=O)oc2)C2(C)CCC3C(CCC4CC(OC(C)=O)CCC43C)C23OC13 (stereo not drawn),10,2,-6,-17,0,2
O=C(Cc1ccccc1)OCCBr,15,-9,-16,5,-2,1
CCCC(=O)OCC[N+](C)(C)C,6&19,13&-1,7&-12,-19&-22,18&4,25&-11
c1ccc2c(c1)[As]=c1ccccc1=[As]2 (stereo not drawn),92*,89*,90*,91*,91*,92*
CC1(C)N=C(N)N=C(N)N1c1ccc(OCCOc2ccc(S(=O)(=O)F)cc2)cc1,-59,-11,-11,-14,-18,-2
C1=CC2CCC[N-]C2N1.C1=CC2CCC[N-]C2N1.[I][Pt+2][I] (stereo not drawn),98*,99*,99*,100*,99*,35
COC(=O)C1=C(C(=O)OC)SC2(S1)C(C(=O)OC)=C(C(=O)OC)Sc1c2ssc1=O,86*,82*,79*,86*,87*,84*

# Next part, overlapping the part above by 2 compounds.
SMILES,cln2 rad14,rad50,yeast bub3,yeast mec2-1,yeast mlh1 rad18,sgs1 mgt1
C1=CC2CCC[N-]C2N1.C1=CC2CCC[N-]C2N1.[I][Pt+2][I] (stereo not drawn),98*,99*,99*,100*,99*,35
COC(=O)C1=C(C(=O)OC)SC2(S1)C(C(=O)OC)=C(C(=O)OC)Sc1c2ssc1=O,86*,82*,79*,86*,87*,84*
CCc1cc2c(cc1O)C(C)(C)CCC2(C)C,98*,98*,43,98*,98*,52
c1ccc2c(c1)-c1cccc3cccc-2c13,-1,27,-5,3,25,4
O=C(O[Si](Cc1ccccc1)(Cc1ccccc1)Cc1ccccc1)N(CCCl)CCCl,-34,-35,-56,2,-61,-35
CCCCOP(=O)(CSCC)OCCCC,16,-6,15,0,-1,-17
COc1cc(N(CCCl)CCCl)c(OC)cc1C=Nc1cccc(Cl)c1,11,31,25,10,34,44
ClCC1CCN(CCc2ccccc2)CC1,-37,-6,-18,14,10,9
CC(C)CCN(CCC(C)C)CC(O)c1ccc(Br)cc1 (stereo not drawn),-48,5,-16,-13,0,6
COC(=O)c1ccc(OC)c(OC)c1,16,30,-18,4,10,27
CCCCC1(CCS)C(=O)NC(=O)NC1=O,-10,-6,-4,-12,-17,-5
CCCCCCCC(=O)O.[Pb],14,4,-6,6,15,3

# 17 entries from above, tab-delimited.
Structure	cln2 rad14	rad50	yeast bub3	yeast mec2-1	yeast mlh1 rad18	sgs1 mgt1
CCOC(=O)C(CCc1ccc(N(CCCl)CCCl)cc1)(NC(C)=O)C(=O)OCC	-4	2	-17	-33	-40	9
c1ccc([As](c2ccccc2)c2ccccc2)cc1	-3	1	-4	-1	5	-8
O=C(Cl)C1CCC1	-5	11	-7	-5	16	10
CCCC(=O)OC1C(c2ccc(=O)oc2)C2(C)CCC3C(CCC4CC(OC(C)=O)CCC43C)C23OC13 (stereo not drawn)	10	2	-6	-17	0	2
O=C(Cc1ccccc1)OCCBr	15	-9	-16	5	-2	1
CCCC(=O)OCC[N+](C)(C)C	6&19	13&-1	7&-12	-19&-22	18&4	25&-11
c1ccc2c(c1)[As]=c1ccccc1=[As]2 (stereo not drawn)	92*	89*	90*	91*	91*	92*
CC1(C)N=C(N)N=C(N)N1c1ccc(OCCOc2ccc(S(=O)(=O)F)cc2)cc1	-59	-11	-11	-14	-18	-2
C1=CC2CCC[N-]C2N1.C1=CC2CCC[N-]C2N1.[I][Pt+2][I] (stereo not drawn)	98*	99*	99*	100*	99*	35
COC(=O)C1=C(C(=O)OC)SC2(S1)C(C(=O)OC)=C(C(=O)OC)Sc1c2ssc1=O	86*	82*	79*	86*	87*	84*
CCc1cc2c(cc1O)C(C)(C)CCC2(C)C	98*	98*	43	98*	98*	52
c1ccc2c(c1)-c1cccc3cccc-2c13	-1	27	-5	3	25	4
O=C(O[Si](Cc1ccccc1)(Cc1ccccc1)Cc1ccccc1)N(CCCl)CCCl	-34	-35	-56	2	-61	-35
CCCCOP(=O)(CSCC)OCCCC	16	-6	15	0	-1	-17
COc1cc(N(CCCl)CCCl)c(OC)cc1C=Nc1cccc(Cl)c1	11	31	25	10	34	44
ClCC1CCN(CCc2ccccc2)CC1	-37	-6	-18	14	10	9
CC(C)CCN(CCC(C)C)CC(O)c1ccc(Br)cc1 (stereo not drawn)	-48	5	-16	-13	0	6

# (listing goes on)
SMILES,cln2 rad14,rad50,yeast bub3,yeast mec2-1,yeast mlh1 rad18,sgs1 mgt1
C/C=C1/CN2CCC34c5ccccc5N(C)C23C2CC1C4(C(=O)OC)C(OC(C)=O)O2 (stereo not drawn),6,18,-3,8,-21,-8
CCOc1ccc2ccccc2c1OP(=O)(OCC)OCC,30,24,40,22,26,39
NC(=O)C(Cl)(Cl)Cl,5,-7,-6,9,12,6
CC(=O)OCC12CCC(C)=CC1OC1C(O)C(OC(C)=O)C2(C)C12CO2 (stereo not drawn),93*,93*,93*,94*,92*,94*
CC(C)[C@@H]1ON1C(C)c1ccccc1 (stereo partly drawn),12,21,27,-10,16,26
C[CH2][Sn]([CH2]C)[O][Sn]([Cl])([CH2]C)[CH2]C,84*,88*,83*,88*,87*,87*
O=[N+]([O-])c1cc([N+](=O)[O-])c2ccccc2c1,39,60,30,19,60,46
CC1=C2C(=CC(C)(CO)C2O)C(=O)C(C)(O)C12CC2 (stereo not drawn),8,44,-1,25,-23,38
NCC#CCNCCCN1CC1,17,8,-2,47,-42,-9
CCCCCCCCCCC[CH2][Hg][CH2]CCCCCCCCCCC,-5,10,5,-1,-4,4
C=C(C)C(=O)OCC12CCC(C)=CC1OC1C(=O)C(OC(=O)C(=C)C)C2(C)C12CO2 (stereo not drawn),3,9,-10,20,-34,-1
